High-throughput results deposited in PubChem BioAssay by National Center for Advancing Translational Sciences (NCATS).
KDM5B inh = KDM5B demethylase inhibition; KDM5B demethylase, FDH-coupled NADH fluorescence (FDH is formaldehyde dehydrogenase); Potency, µM (titrated, usually from 57.7 µM), for the others: top-dose activity change, negative = inhibition, most hits filed as inhibitors; Q9UGL1; AID 1347165; 220,000 compounds, 2.6% hits; active = well fitted inhibition curve with a large enough effect; inconclusive = small, poorly fitted or top-dose-only effect; inactive = no such curve, though single readings can be large or run the other way; note: 0% is about no effect; nearly all actives have a fitted effect of over 70% in size
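Here, H3K4me3 peptide (12.5 µM in substrate mix) is demethylated by KDM5BΔAP, 200 nM final, after 10 min compound exposure. Formaldehyde product is coupled through FDH (0.25 U/mL in mix) to NADH fluorescence; 30-min ΔRFU feeds dose-response curves.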
Starred values were filed as active, the others as inactive; & = joins results of further samples; [ ] = another dose, or the depositor's remark. Potency is the fitted concentration of half-maximal effect.

`CC1=C[C@@H](CNC(=O)c2cccnc2)[C@H](C(C)C)C[C@H]1CC(=O)N1CCCC1` gave KDM5B inh 31.9%[activator][86.2 µM].
`Cc1nccc(CNC(=O)c2ccc3ncsc3c2)n1` gave KDM5B inh 17.2%.
`CCc1nnc([C@@H]2CC(F)(F)CN2C(=O)c2nccn2C)o1` gave KDM5B inh -4.6%.
CC1(C(=O)O)CCN(Cc2ccccc2)CC1 was read as KDM5B inh -6.3%[230 µM].
For O=C(CSCc1c(F)cccc1Cl)NNC(=S)NC1CCCCC1 the results were KDM5B inh 20.4%.
Fc1cccc(-c2cnc([C@@H]3COCCN3C3CCCCC3)[nH]2)c1 was read as KDM5B inh inconclusive.
`CCC(CC)n1c(=O)n(Cc2cc(C(C)C)no2)c2cc(C(=O)O)cnc21` gave KDM5B inh -24.5%.
For O=C(Nc1cccc(-c2nc3ccccc3o2)c1)c1ccc2c(c1)OCO2 the results were KDM5B inh -11.4%.
For CCNC(=O)N[C@H]1[C@H](O)[C@@H](Sc2ccccc2)[C@@H]2OC[C@H]1O2 the results were KDM5B inh 1.1%[86.2 µM].
CCN1C(=O)C2CC3(CCN(C(=O)CC(C)C)CC3)CN2C1=O (stereo not drawn) was read as KDM5B inh -16.5%.
Fc1ccccc1CCNc1ncnc2nc[nH]c12 was read as KDM5B inh -11.3%.
`CN(CCC1(O)CCCC1)C(=O)C1CCC(=O)N(Cc2ccccc2F)C1` (stereo not drawn) gave KDM5B inh 7.8%.
COc1ccc2ccc(OCc3nc(C(=O)N4CCNC(=O)C4C)co3)cc2c1 (stereo not drawn) was read as KDM5B inh -8.4%.
For Brc1cccc(-c2nc(-c3ccccn3)no2)c1 the results were KDM5B inh -11.0%.
`CC(C)NC(=O)C1CCc2nnc(C3CCN(C(=O)c4ccc(Cl)cc4Cl)CC3)n21` (stereo not drawn) gave KDM5B inh 29.1%[115 µM].
CCCC(C)C(=O)NCc1cccs1 (stereo not drawn) was read as KDM5B inh 27.4%.
For CCCCN(Cc1ccccc1)c1ccc(NS(=O)(=O)c2ccc(C(C)=O)cc2)cc1C(=O)O the results were KDM5B inh -6.1%.
Screening COc1ccc(OC)c(NC(=O)c2c(NCc3cccs3)sc3c2CCCC3)c1 returned KDM5B inh 10.8%.
CCOc1ccc(S(=O)(=O)N2CCN(C(=O)COc3ccc(Br)cc3)CC2)cc1 was read as KDM5B inh 4.9%.
Screening CN(C)c1ccc(NC(=O)Cn2cccc2-c2nc(-c3ccccc3)no2)cc1 returned KDM5B inh -20.3%.
Screening COc1ccc(Cn2c(-n3nc(C)cc3C)nc3c2c(=O)n(CC(N)=O)c(=O)n3C)cc1 returned KDM5B inh 12.8%.
For CCc1ccc(C2c3c(-c4ccccc4)n[nH]c3C(=O)N2c2ccc(C(=O)O)cc2)cc1 (stereo not drawn) the results were KDM5B inh 9.2%.
For COc1ccccc1NC(=O)c1ccc2c(=O)n(-c3ccccc3F)cnc2c1 the results were KDM5B inh 0.5%.
`COc1ccc(C(=O)Nc2ccc(-c3nc4ccccc4s3)c(Cl)c2)cc1Cl` gave KDM5B inh inconclusive.
Screening CNCCN1C(=O)CC[C@H]2CN(C(=O)c3ccc(Cl)cn3)CC[C@H]21 returned KDM5B inh -24.9%.
O=C1NCCCc2[nH]c(-c3csc(-c4ccccc4)n3)nc21 was read as KDM5B inh inconclusive.
For COc1ccccc1-c1cc(C(=O)NCCc2cnc[nH]2)c2c(c1)N(C)CCO2 the results were KDM5B inh 31.6µM*.
Screening CCc1cccc2c(C(CC(=O)NCCc3ccc(OC)c(OC)c3)c3ccccc3OC)c[nH]c12 (stereo not drawn) returned KDM5B inh -23.4%.
`COc1ccccc1C(O)c1nc(Nc2ccc(Cl)cc2F)n[nH]1` (stereo not drawn) gave KDM5B inh 8.3%[86.2 µM].
CC(C)n1cc(C(=O)N2CCCC(c3nnc(Cn4ccnc4)n3C)C2)cn1 (stereo not drawn) was read as KDM5B inh 9.2%.
O=C1Nc2ccccc2CC12CCN(Cc1ccc(OC(F)(F)F)cc1)CC2 was read as KDM5B inh -11.7%.
`Cc1ccc(OCc2nc(C3CCN(C(=O)Cn4nc(C)cc4C)CC3)no2)cc1` gave KDM5B inh 7.4%.
For CN1CC(=O)N(C2CCC2)Cc2c(NCCCO)ncnc21 the results were KDM5B inh -3.4%[86.2 µM].
`N#CCCN(C(=O)CSc1nnnn1-c1ccc(O)cc1)c1ccccc1` gave KDM5B inh 3.8%.
`CC(C)CN1CC[C@H](c2nc3c(C(N)=O)cccc3[nH]2)C1` gave KDM5B inh inconclusive.
Screening CCOC(=O)C1CCN(c2nc(-c3ccc(OC)c(OC)c3)nc3cc(OCC)c(OC)cc23)CC1 returned KDM5B inh inconclusive.
`Cn1ncc(N2CCOC(CCNc3ccc(C#N)cn3)C2)cc1=O` (stereo not drawn) gave KDM5B inh 33.2%[activator].
For Cc1cc(-c2nnn(CC(=O)NC(N)=O)n2)ccc1F the results were KDM5B inh 20.0%.
O=C1CCCN1CCN1CCOc2c(O)cc(-c3csc4ccccc34)cc2C1 was read as KDM5B inh -4.8%.
For CCOc1ccc(S(=O)(=O)N(C)CC(=O)N2CCOCC2)cc1C the results were KDM5B inh 13.1%.
For O=C(CSc1ncccn1)c1ccc2c(c1)OCCO2 the results were KDM5B inh -13.1%.
For CCOC(=O)/C(C#N)=C/c1cccn1-c1ccc(Cl)cc1 the results were KDM5B inh 400.3%[activator].
For O=C1CCc2cc(S(=O)(=O)NCc3ccccc3Cl)cc3c2N1CC3 the results were KDM5B inh -5.1%&1.5%.
`CCN(CC)c1ccc2cc(-c3nc(-c4ccc(Cl)cc4Cl)cs3)c(=O)oc2c1` gave KDM5B inh -16.1%.
COc1ccc(-c2nnc3n2CCN(C(=O)Nc2ccccc2)C3)cc1 was read as KDM5B inh -4.9%.
`CN1C(=O)c2cncnc2OCC1CNC(=O)Cc1cccc(Cl)c1` (stereo not drawn) gave KDM5B inh inconclusive.
For COc1ccc(-c2cn3c(n2)sc2cc(C(=O)NCc4ccccc4OC)ccc23)cc1 the results were KDM5B inh inconclusive.
CCCc1noc(CSc2nc(-c3ccco3)nc3ccccc23)n1 was read as KDM5B inh -14.0%.
For O=C(CSc1nccn1Cc1ccc2c(c1)OCO2)Nc1nccs1 the results were KDM5B inh 1.0%.
`O=C(CSc1nc2c(oc3ccccc32)c(=O)n1-c1ccccc1)Nc1ccc(F)c(Cl)c1` gave KDM5B inh -2.6%.
For CCN(CCCNC(=O)CC1=C2CCCCC2NC1=O)c1ccccc1 (stereo not drawn) the results were KDM5B inh 18.0%.
For Cc1ccc(Cl)cc1NC(=O)c1csnn1 the results were KDM5B inh -9.6%.
Screening Cc1noc(-c2ccn3c(CNC(=O)COc4ccccc4)nnc3c2)n1 returned KDM5B inh 12.6µM*.
COc1cccc(CNC(=O)CCc2c(C)nc3c(c(C)nn3-c3ccc(C)c(C)c3)c2C)c1 was read as KDM5B inh inconclusive.
For CS(=O)(=O)c1ccc2nc(NC(=O)CS(=O)(=O)c3ccc(Cl)cc3)sc2c1 the results were KDM5B inh inconclusive.
Screening COc1ccccc1N1CCN(c2ncncc2-c2nc(-c3ccccc3)no2)CC1 returned KDM5B inh 8.1%.
`Cn1c(CNC(=O)CC2CCN(S(C)(=O)=O)C2)nc2ccccc21` (stereo not drawn) gave KDM5B inh 5.2%.
COC(=O)COc1cccc(C(=O)Nc2ccc(-c3nc4ccccc4o3)cc2)c1 was read as KDM5B inh -20.6%.
Screening CCOC(=O)c1cnn(-c2ncnc3sc4c(c23)CCC4)c1N returned KDM5B inh 19.5%.
Screening CC(C)(C)NC(=O)N1C[C@@H](Oc2cccnc2)C[C@H]1C(=O)N1CCCC1 returned KDM5B inh 19.8%.
NNc1ccc(S(=O)(=O)c2ccc(NN)cc2)cc1 was read as KDM5B inh inconclusive.
COc1ccc(NC(=O)c2cc(-c3ccccc3F)no2)cc1 was read as KDM5B inh inconclusive.
`O=C(Cn1cnc2c(nnn2Cc2ccc(F)cc2)c1=O)Nc1ccc2c(c1)OCO2` gave KDM5B inh -6.7%.
For Cc1ccc(-c2ccc3nnc(CNC(=O)COc4ccccc4)n3n2)cc1 the results were KDM5B inh 35.5µM*.
For O=C(N[C@H]1CO[C@H]2[C@@H]1OC[C@@H]2n1cc(CC2CCCCC2)nn1)C1CC1 the results were KDM5B inh -4.9%[86.2 µM].
Cc1cc(C)c2nc(-c3cccnc3)cc(C(=O)O)c2c1 was read as KDM5B inh inconclusive.
`CN(C)C(=O)c1ccc(-c2cc(NC3CCCC3)nc3[nH]ccc23)o1` gave KDM5B inh inconclusive.
For CSc1ccc(C2c3c(-c4ccccc4O)n[nH]c3C(=O)N2CCO)cc1 (stereo not drawn) the results were KDM5B inh 15.0%.
`Cc1noc(C)c1CN1CC2(CCN(C(=O)c3cccc(F)c3)CC2)CC1=O` gave KDM5B inh -1.8%.
`COc1ccccc1-c1c(C)nn2c(N3CCN(c4ccc(Cl)cc4)CC3)cc(C)nc12` gave KDM5B inh -24.2%.
Cc1nc(N2CCCCC2)ncc1C(=O)NC1CCOC2(CCOCC2)C1 (stereo not drawn) was read as KDM5B inh -9.4%.
Screening Cc1cnc(C(=O)N[C@@H]2CCC[C@@H]2C(=O)NCc2ccccc2C)cn1 returned KDM5B inh 10.7%.
COc1ccc(S(=O)(=O)CCc2nnc(NC(=O)c3ccc(F)cc3)s2)cc1 was read as KDM5B inh -5.6%.
Screening O=S(=O)(NCC1CCCO1)c1ccc(Cl)nc1 (stereo not drawn) returned KDM5B inh 38.2%[activator].
Cc1cccc(NC(=O)Nc2ccc(C)n(CC(=O)NCCC(C)C)c2=O)c1 was read as KDM5B inh inconclusive.
Screening CC(C)CN(CC(C)C)C(=O)CC(c1ccccc1)c1ccccc1 returned KDM5B inh inconclusive.
CCCCN1C(=O)C(CC(=O)N(C)C)Sc2ncccc21 (stereo not drawn) was read as KDM5B inh inconclusive.
COc1cccc(NC(=O)N2CCCC2C(=O)NC2CCCCC2)c1 (stereo not drawn) was read as KDM5B inh 8.3%.
For Cc1ccc2nc(COc3ccc(N(C)S(=O)(=O)c4ccccc4)cc3)cc(=O)n2c1 the results were KDM5B inh -3.0%.
Screening Cc1ccsc1C(=O)c1ccccc1 returned KDM5B inh 22.2%.
For CN(CCc1ccncc1)C(=O)CCc1ccnc(N2CCCC2)c1 the results were KDM5B inh inconclusive.
CN1C(=O)C(CC(=O)N2CCC(C#N)CC2)(Cc2ccccc2)c2ccccc21 (stereo not drawn) was read as KDM5B inh 27.0%.
For O=C(NC1CCCCC1)N1CCC(c2nnc3n2CCNC3)CC1 the results were KDM5B inh inconclusive.
`COc1ccccc1OCCNC(=O)C(c1ccccc1)c1ccccc1` gave KDM5B inh 5.3%.
`COC(=O)C1=C(C(=O)OC)SC(=C(Cl)C(=S)Nc2ccccc2)S1` gave KDM5B inh 20.8%.
For CC(C)C(=O)N1CCOC[C@H](Oc2ccc(C(F)(F)F)cn2)C1 the results were KDM5B inh 1.7%[86.2 µM].
COc1ccc(S(=O)(=O)N2CCC(C(=O)Nc3ccc(Oc4ccccc4)cc3)CC2)cc1OC was read as KDM5B inh -6.2%.
O=CNC12CC3CCC(CC(C3)C1)C2 was read as KDM5B inh 4.4%.
For CCCCCCn1nc(C(=O)OCC(=O)N2c3ccccc3NC(=O)C2(C)C)c2ccccc2c1=O the results were KDM5B inh 4.7%.
Screening Cc1ccc(NC(=O)Cn2c(C)cc3nc4n(c(=O)c32)CCCC4)c(Cl)c1 returned KDM5B inh -11.8%.
Screening Cc1cccc(-c2nc(SCC(=O)Nc3cccc(C(F)(F)F)c3)n3[nH]c(=O)cc3n2)c1 returned KDM5B inh -17.7%.
CCN(C(=O)CCn1cnc2onc(-c3ccc(F)cc3)c2c1=O)c1ccc(OC)cc1 was read as KDM5B inh -12.7%.
`Cc1ccc(NS(=O)(=O)c2ccc3c(c2)-c2oncc2CO3)cc1F` gave KDM5B inh inconclusive.
For CCC(C)(C)C1CCc2c(sc(NC(=O)CC(C)C)c2C#N)C1 (stereo not drawn) the results were KDM5B inh -15.9%.
N#C/C(=C/c1cccc(F)c1)S(=O)(=O)c1ccc(Cl)cc1 was read as KDM5B inh 18.9%.

Entries shown so far containing an NH in an aromatic ring (11):
Fc1cccc(-c2cnc([C@@H]3COCCN3C3CCCCC3)[nH]2)c1 was read as KDM5B inh inconclusive.
Fc1ccccc1CCNc1ncnc2nc[nH]c12 was read as KDM5B inh -11.3%.
For CCc1ccc(C2c3c(-c4ccccc4)n[nH]c3C(=O)N2c2ccc(C(=O)O)cc2)cc1 (stereo not drawn) the results were KDM5B inh 9.2%.
O=C1NCCCc2[nH]c(-c3csc(-c4ccccc4)n3)nc21 was read as KDM5B inh inconclusive.
For COc1ccccc1-c1cc(C(=O)NCCc2cnc[nH]2)c2c(c1)N(C)CCO2 the results were KDM5B inh 31.6µM*.
Screening CCc1cccc2c(C(CC(=O)NCCc3ccc(OC)c(OC)c3)c3ccccc3OC)c[nH]c12 (stereo not drawn) returned KDM5B inh -23.4%.
`COc1ccccc1C(O)c1nc(Nc2ccc(Cl)cc2F)n[nH]1` (stereo not drawn) gave KDM5B inh 8.3%[86.2 µM].
`CC(C)CN1CC[C@H](c2nc3c(C(N)=O)cccc3[nH]2)C1` gave KDM5B inh inconclusive.
`CN(C)C(=O)c1ccc(-c2cc(NC3CCCC3)nc3[nH]ccc23)o1` gave KDM5B inh inconclusive.
For CSc1ccc(C2c3c(-c4ccccc4O)n[nH]c3C(=O)N2CCO)cc1 (stereo not drawn) the results were KDM5B inh 15.0%.
Screening Cc1cccc(-c2nc(SCC(=O)Nc3cccc(C(F)(F)F)c3)n3[nH]c(=O)cc3n2)c1 returned KDM5B inh -17.7%.

This is a subset (hit frequency here may not be typical).
